GlmU inhibition: inhibition of mycobacterial GlmU enzyme – biochemical, glucosamine-1-phosphate acetyltransferase (AID 1376) | Bifunctional protein GlmU (Mycobacterium tuberculosis (strain ATCC 25618 / H37Rv)) | M. tuberculosis GlmU acetyltransferase enzyme assay; higher % means a stronger effect | inhibition, %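 (tested at 30 µM in the primary screen)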, or IC50 in µM where a hit was titrated | 0.25% of 220,000 active; in the data active = inhibition above about 13%; inconclusive = no clear call, values can overlap the other calls;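 also: 0% = complete reaction with vehicle and 100% = reaction without substrate; strong numbers were not always called active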
Mtb RmlCD inh: M. tuberculosis RmlC/RmlD coupled enzyme inhibitors, primary screen, biochemical, compound mixtures, 384-well, from 1536-well plates; 0.03% of 160,000 active; RmlC+RmlD coupled enzyme assay, percent inhibition; primary screen in compound mixtures; inhibition, % at 3.6 µM; dTDP-4-dehydrorhamnose reductase (Mycobacterium tuberculosis (strain ATCC 25618 / H37Rv)) …; AID 1533, 2009; in the data active = inhibition mostly above about 34%, no sharp cut-off; inconclusive = no clear call, values can overlap the other calls; inactive = mostly below about 22%; also: some results filed as inactive read as strong as hits
Target sequence (P9WH09 whole entry, looked up): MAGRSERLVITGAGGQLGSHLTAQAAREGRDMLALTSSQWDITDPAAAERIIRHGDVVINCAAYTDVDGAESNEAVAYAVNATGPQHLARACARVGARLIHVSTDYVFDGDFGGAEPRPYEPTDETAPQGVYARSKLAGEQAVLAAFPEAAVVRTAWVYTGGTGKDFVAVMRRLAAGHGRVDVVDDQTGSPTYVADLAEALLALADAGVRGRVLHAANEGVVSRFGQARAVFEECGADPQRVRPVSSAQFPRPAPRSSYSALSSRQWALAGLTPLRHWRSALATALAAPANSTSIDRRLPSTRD
Target sequence (P9WH11 whole entry, looked up): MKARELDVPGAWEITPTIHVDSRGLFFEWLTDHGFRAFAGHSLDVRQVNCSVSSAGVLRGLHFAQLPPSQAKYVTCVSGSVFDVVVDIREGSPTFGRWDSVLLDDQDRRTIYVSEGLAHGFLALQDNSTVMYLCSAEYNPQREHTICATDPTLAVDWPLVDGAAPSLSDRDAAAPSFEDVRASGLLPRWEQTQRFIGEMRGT
The depositor's hits bear a star; ? = inconclusive; / = no result given. This is a subset. The share of hits here may be higher or lower than overall.

SMILES	GlmU inhibition	Mtb RmlCD inh
O=C(NCc1cccnc1)Nc1cccc(F)c1	2.4%	-11
COCCNC(=O)c1ccc(CS(=O)(=O)c2ccccc2)o1	-3.6%	-3
COc1ccc(C(N)CCc2ccco2)cc1 (stereo not drawn)	2.0%	/
Cc1c(C(=O)OCC(C)(C)CN(C)C)oc2ccccc12	-2.0%	7
CCOC(=O)C(=O)Nc1nnc(CCc2ccccc2)s1	1.8%	/
CCC(=O)Nc1nc2ccccc2n1Cc1ccccc1	-1.4%	3
CC(C)(C)OC(=O)NNC(=O)C12CC3CC(CC(C3)C1)C2	-1.4%	32
COc1ccc(/C=c2\sc3nc(-c4ccccc4OC)nn3c2=O)c(OC)c1	-1.5%	6
Cc1ccc(Cl)cc1NC(=O)CSc1nnc(C)n1-c1ccccc1	3.8%	-5
CS(=O)Cc1cc(Sc2ccccc2)nc(-c2ccncc2)n1 (stereo not drawn)	0.7%	-13
Cc1ccc(NC2=NCC(=O)N2C2CCCC2)cc1	-1.0%	0
CN(C)CCCN(C(=O)c1ccc(S(=O)(=O)N(C)C)cc1)c1nc2cc3c(cc2s1)OCO3	-6.4%	2
Cc1c(Cl)cccc1NC(=S)N(Cc1cccs1)C1CCCC1	-4.8%	5
Nc1ccc(NC(=O)c2cccs2)c(Cl)c1	5.5%	/
O=C(CCCOc1ccccc1)Nc1ncccn1	2.9%	7
COc1ccc(Br)cc1C(C[N+](=O)[O-])c1c(N)n(C)c(=O)n(C)c1=O (stereo not drawn)	-1.3%	2
O=C(O)C1C2CCC(C2)C1C(=O)NCc1ccccn1 (stereo not drawn)	-2.0%	/
CCOC(=O)/C(N=Nc1c(Br)cc(Br)cc1Br)=C(\C)O	2.9%	-87
O=c1[nH]cnc2scc(-c3ccsc3)c12	-1.2%	13
CCCCc1nc2ccccc2c(=O)n1-c1ccc(Cl)cc1[N+](=O)[O-]	-2.7%	9

Grouped by structure, the entries above containing a thiophene ring, fused or not (3)
SMILES	GlmU inhibition	Mtb RmlCD inh
Cc1c(Cl)cccc1NC(=S)N(Cc1cccs1)C1CCCC1	-4.8%	5
Nc1ccc(NC(=O)c2cccs2)c(Cl)c1	5.5%	/
O=c1[nH]cnc2scc(-c3ccsc3)c12	-1.2%	13

Following part
SMILES	GlmU inhibition	Mtb RmlCD inh
O=C(/C=C/c1ccccc1)N1CCC(c2ccccc2)C1 (stereo not drawn)	0.8%	2
Cc1cc([N+](=O)[O-])cc(C)c1OCC(=O)N/N=C/c1ccc(OC(=O)c2ccccc2)cc1	6.0%	12
CC(=O)N1c2ccccc2N(Cc2ccc([N+](=O)[O-])cc2)C(=O)C1(C)C	-1.6%	1
Cc1nc2ccccc2n1CC(=O)OCC(=O)NC1CC1	-4.7%	2
CCc1cc(CC)c(/C=N/NC(N)=O)c(CC)c1	2.6%	7
COc1ccc(NC(=O)c2[nH]c(C)c(C(C)=O)c2C)cc1S(=O)(=O)Nc1ccc(Br)cc1	-2.4%	13
COC(=O)c1scc(S(=O)(=O)C(C)C)c1N/N=C(\C#N)C(=O)c1ccc(Cl)cc1	0.8%	7
CCOC(=O)CC1C(=O)NCCN1c1nc2c(C)cccn2c(=O)c1/C=C1\SC(=S)N(C(C)CC)C1=O (stereo not drawn)	-5.4%	-3
N#CC1C(C#N)N2CCCN2C1c1ccc(Br)cc1 (stereo not drawn)	/	-4
S=C(Nc1ccccc1Cl)N1CCC(c2ccccc2)C1 (stereo not drawn)	-2.9%	/
CCOC(=O)C1CCCN(C(=O)C2CCC(CNS(=O)(=O)c3ccc(NC(C)=O)cc3)CC2)C1 (stereo not drawn)	-0.4%	9
CCCCn1c(SCC(=O)Nc2nnc(CC)s2)nc2ccccc2c1=O	0.6%	/
O=S(=O)(c1ccccc1)C1(S(=O)(=O)c2ccccc2)CCCC1	-5.8%	/
CC1(C)Cc2ccccc2-c2n[nH]c(=S)n21	3.3%	/
O=C(c1noc2c1CCCC2)N1CCC(CO)(Cc2ccccc2Cl)CC1	-0.4%	/
COc1ccc(CN2CCOCC2)c(C)c1C	-2.9%	9
CC1=NN(C(=O)Cn2ccc([N+](=O)[O-])n2)C(O)(C(F)(F)F)C1 (stereo not drawn)	-5.6%	-5
CC(C)Cc1nnc(NC(=O)CCC(=O)NC2CCCc3ccccc32)s1 (stereo not drawn)	-1.3%	54
O=C(Nc1cccnc1)C1CCCN(S(=O)(=O)c2cccc3nsnc23)C1 (stereo not drawn)	-5.1%	-8
COC(=O)c1ccc(C(NC(=O)OCc2ccccc2)/C(C)=C/[C@@H](C)C(=O)NCc2ccc(-c3ccccc3)cc2)cc1 (stereo partly drawn)	1.1%	/
CN(C)/C=N/c1c(C#N)cnn1-c1nc2ccccc2s1	0.3%	8
CSc1ccc(Cl)c(C(=O)NCCOc2cc(C(C)C)ccc2C)c1	-3.6%	/
CC(C)(C)CC(C)(C)NC(=S)Nc1ccc(S(=O)(=O)N2CCOCC2)cc1	3.9%	/
Cc1cccc(NC(=O)Nc2cc(C)on2)c1	/	13
O=[N+]([O-])c1nn(-c2ccc(Cl)cc2)n(O)c1=NCc1cccnc1	0.8%	-6
Cc1ccc(OCCN2CCN(C(=O)CCC(=O)Nc3nnc(C)s3)CC2)cc1	1.0%	5
Cc1ccc(-n2nc3c(c2NC(=O)c2ccccc2Br)CS(=O)C3)cc1 (stereo not drawn)	0.5%	/
CC(c1nnc(SCC(=O)N2CCc3ccccc32)n1-c1ccc(Cl)cc1)N(C)C (stereo not drawn)	-0.3%	3
CCC(c1nnnn1Cc1ccco1)N1CCN(c2cc(Cl)ccc2C)CC1 (stereo not drawn)	/	3
Cc1cccc2sc(NC(=O)C3CCCO3)nc12 (stereo not drawn)	1.4%	/
COC(=O)c1ccccc1NC(=O)c1ccccc1N(C)S(C)(=O)=O	2.3%	3
CCOc1ccccc1CNC(=O)CCN1C(=O)COc2ccccc21	-1.5%	9
O=C(OCn1cncn1)c1ccc(Cl)cc1Cl	4.8%	/
COC(=O)c1cc2nc(-c3ccccc3)cc(C(F)(F)F)n2n1	-3.6%	-13
CCOc1ccc(OCC)c(N=c2oc3c(C)ncc(CO)c3cc2C(N)=O)c1	3.9%	4
C/C(=N/NC(=O)C1CC1(c1ccccc1)c1ccccc1)c1cccs1 (stereo not drawn)	2.5%	-1
CCOC(=S)SCC(=O)N1CCc2ccccc2C1C1C(=O)CCCC1=O (stereo not drawn)	4.9%	102
Cc1nn(C(C)C(=O)N2CCN(c3ccccn3)CC2)c(=O)c2cc3occc3n12 (stereo not drawn)	-0.6%	5
COc1ccc(CC(=O)NNS(=O)(=O)c2ccc3ccccc3c2)cc1OC	-7.6%	9
O=C1CS/C(=C\S(=O)(=O)c2ccc(Cl)cc2)N1	0.8%	/

6 entries out of the list, arranged by formula weight, ascending.
SMILES	GlmU inhibition	Mtb RmlCD inh
Cc1cccc(NC(=O)Nc2cc(C)on2)c1	/	13
CN(C)/C=N/c1c(C#N)cnn1-c1nc2ccccc2s1	0.3%	8
COc1ccc(CC(=O)NNS(=O)(=O)c2ccc3ccccc3c2)cc1OC	-7.6%	9
CC(C)(C)CC(C)(C)NC(=S)Nc1ccc(S(=O)(=O)N2CCOCC2)cc1	3.9%	/
Cc1ccc(-n2nc3c(c2NC(=O)c2ccccc2Br)CS(=O)C3)cc1 (stereo not drawn)	0.5%	/
CC(c1nnc(SCC(=O)N2CCc3ccccc32)n1-c1ccc(Cl)cc1)N(C)C (stereo not drawn)	-0.3%	3

Next section:
SMILES	GlmU inhibition	Mtb RmlCD inh
O=S(=O)(c1cccc(Cl)c1Cl)N1CCCCC1	3.3%	/
O=C1c2ccccc2C(Nc2ccc(S(=O)(=O)N3CCOCC3)cc2)N1c1cccnc1 (stereo not drawn)	-4.7%	-7
CCCCSc1nnc([C@H](C)NC(=O)OC(C)(C)C)o1	-7.8%	/
Cc1cccc(C)c1-n1nnnc1C1(Nc2ccccc2)CCCCC1	/	-4
Cc1c(NC(=O)C(C)OC(=O)c2ccc(Cl)nc2)c(=O)n(-c2ccccc2)n1C (stereo not drawn)	3.5%	/
COc1ccc(/C=C2/N=C(SCC(=O)Nc3cc(C)on3)N(c3ccccc3)C2=O)cc1	2.0%	/
COc1cc(NC(=O)CN(c2ccc(C)cc2)S(=O)(=O)c2c(C)nn(C)c2C)cc(OC)c1	1.1%	/
O=C1NC(N2CCOCC2)=N/C1=C/c1ccc2c(c1)OCO2	2.9%	-12
Cc1cc(C(=O)Nc2ccccc2C(=O)O)ccc1NC(=O)COc1cccc([N+](=O)[O-])c1	-0.2%	14
Cc1cccc(OCC(=O)N2CCCc3ccccc32)c1	-1.5%	-1
COc1ccccc1C(=O)Nn1c(-c2cccs2)nc2ccccc2c1=O	3.7%	2
Cc1ccc2cc(C)c(NCCO)nc2c1	1.6%	/
Cc1cc(OCCCC(=O)NCCN2C(=O)S/C(=C\c3cccnc3)C2=O)ccc1Cl	2.1%	-1
Cc1ccc(-n2c(-c3cnccn3)n[nH]c2=S)cc1	3.0%	0
CCCCCNC(=O)C1CCC(Cn2c(=S)[nH]c3ccccc3c2=O)CC1 (stereo not drawn)	4.1%	5
CCCC(=O)Nc1ccc(Cl)c(NC(=S)NC(=O)c2cc3ccccc3o2)c1	-0.7%	/
CC(C)(C)c1ccc(C(=O)N/N=C/c2ccc(OCCCF)cc2)cc1	7.5%	-2
COc1ccc(C2/C(=C(/O)c3ccc(C)cc3)C(=O)C(=O)N2c2ccccn2)cc1OC (stereo not drawn)	-5.1%	4
COc1cc([N+](=O)[O-])cc(/C=N/NC(=O)C(C)Nc2ccccc2C)c1O (stereo not drawn)	-0.9%	/
CCOc1ccc2nc(N3C(=O)/C(=C/c4ccccc4)NC3=S)sc2c1	0.1%	?
CN1c2ccccc2N(C)C1(C)c1ccccc1	5.7%	9
O=c1c2c(-c3ccccc3)csc2ncn1/N=C/c1cccc([N+](=O)[O-])c1O	-1.0%	/
O=C(/N=C1\NC(=O)C(F)(C(F)(F)F)S1)NC1CCCCC1 (stereo not drawn)	3.6%	/
COCCn1c(=NC(=O)c2ccc(S(=O)(=O)N3CCCc4ccccc43)cc2)sc2cc(S(C)(=O)=O)ccc21	-1.9%	-8
O=c1[nH]c(O)c(C=Nc2ccccc2Sc2ccccc2)c(=O)[nH]1	-4.5%	13
COC(=O)c1c(NC(=O)CSc2nnnn2-c2ccccc2)sc2c1CCC(C)C2 (stereo not drawn)	-3.6%	8
O=c1c2cc(NC(=S)NC3CCCC3)ccc2nc2n1CCCCC2	0.1%	-7
CC(C)Oc1ccc(CSC(=N)N)cc1	0.7%	8
Cc1ccsc1/C=N/NC(=O)CC(=O)NCC(C)C	0.2%	-9
CCOc1ccccc1CN1CCN(CC2=Cc3cc(OC)ccc3OC2)CC1CCO (stereo not drawn)	2.6%	/
Cc1ccnn1CC(=O)N/N=C/c1ccco1	-4.1%	/
CCOC(=O)C1CCN(C(=S)Nc2ccc(Cl)cc2C)CC1	-5.2%	-14
CCCOc1ccc2[nH]cc(C(=O)O)c(=O)c2c1	1.2%	/
N#CNc1nc(O)cc(=O)[nH]1	4.1%	/
Cc1ccc(-n2c(SCc3ccc(C(=O)O)cc3)nnc2-c2ccncc2)cc1	-0.3%	9
Cc1cc(C)c2c(=O)[nH]c(SCC(=O)Nc3ccc(N(C)C)cc3)nc2n1	-3.9%	-5
CCc1ccc(C2=C/C(=C/c3cccnc3)C(=O)O2)cc1	-2.2%	/
O=c1c2cc(NC(=S)N3CCCCCC3)ccc2nc2n1CCCCC2	-1.8%	19
COc1ccc(OC)c(NC(=O)c2sc3nc(Cc4ccccc4)cc(C(F)(F)F)c3c2N)c1	0.4%	/
Cc1ccc(C(=O)NC(=S)NCCCN2CCOCC2)cc1	-4.5%	/
O=C1CCC/C(=N\NC(=O)c2ccc(NS(=O)(=O)c3ccc(Br)cc3)cc2)C1	5.7%	5
Cc1cc(Cl)ccc1NC(=O)C1CCCN1C(=O)c1cccs1 (stereo not drawn)	-3.8%	-9
CN=C(C)/C(C(=O)OC)=C(/O)c1ccccc1F	1.4%	-9
O=c1c2ccc(Cl)cc2[nH]c(=S)n1CCC1=CCCCC1	0.0%	/
CC(=O)NCCN1C(=O)S/C(=C\c2cccs2)C1=O	-1.2%	/
C=CCn1c(=O)c2ccc(C(=O)NCc3ccccc3)cc2n(Cc2ccc(Cl)cc2)c1=O	0.5%	-6
CN(C)c1ccc(/C=N/NC(=S)NCc2ccco2)cc1	-2.3%	-11
N#Cc1ccc(C(=O)CSc2n[nH]c(=O)n2-c2cccnc2)cc1	-1.9%	-5
CCOC(=O)C1=C(C)C2C3C(=O)N(c4ccccc4C)C(=O)C3C1(C)C1C(=O)N(c3ccccc3C)C(=O)C21 (stereo not drawn)	2.4%	14
Cc1cc(-c2nc3ccccc3o2)c2ccccc2n1	-0.9%	4
CN(C)c1ccc(C=C(C#N)C#N)cc1	-3.2%	/
